Platelet DG rel: platelet dense granule release activity; human platelet-rich plasma, SFLLRN dense granule ATP release, luminescence; inhibition, %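 (compounds screened at 7.5 µM in platelet-rich plasma)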; hit rate 0.22% among 300,000;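 active = mean replicate score, as percent of positive control, at or above 50; inconclusive = mean below 50 but at least one replicate at or above 50; inactive = mean and every replicate below 50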
aSyn UTR inh: 5' untranslated region of α-synuclein, MLPCN primary screen | alpha-synuclein 5'UTR reporter, inhibitor activity | hit rate 0.82% among 300,000 | inhibition, % (tested at 7.5 µM); in the data active = inhibition above about 60%; inconclusive = no clear call, values can overlap the other calls;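 note: H4 neuroglioblastoma cells stably carrying SNCA 5'UTR luciferase fusion; 0% = DMSO wells and 100% = positive control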
HSF-1 act: increases HSF-1 driven luciferase reporter signal; NIH3T3-HGL HSF-1 luciferase reporter, MG132, 8 h; 100% = twice DMSO control signal; activation, % at 9 µM; AID 504408; hit rate 1.7% among 300,000;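 active = mean replicate activation of at least 50% with a set share of replicates each reaching 50%; inconclusive = only one of those two conditions met; inactive = mean below 50% and too few replicates reaching it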;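 note: 0% = median of the neutral control wells and 100% = twice that signal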
GSK3 alpha inh: blocks human GSK-3 alpha kinase | ADP-Glo luminescence, 60 min | inhibition, % at 10 µM | hit rate 0.1% among 320,000 | AID 2650;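 in the data active = inhibition above about 50%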;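 note: GST-tagged GSK-3 alpha with peptide substrate and 25 µM ATP; 0% = DMSO neutral wells and 100% = GW8510 positive control wells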
Target sequence (P49840 whole entry, looked up): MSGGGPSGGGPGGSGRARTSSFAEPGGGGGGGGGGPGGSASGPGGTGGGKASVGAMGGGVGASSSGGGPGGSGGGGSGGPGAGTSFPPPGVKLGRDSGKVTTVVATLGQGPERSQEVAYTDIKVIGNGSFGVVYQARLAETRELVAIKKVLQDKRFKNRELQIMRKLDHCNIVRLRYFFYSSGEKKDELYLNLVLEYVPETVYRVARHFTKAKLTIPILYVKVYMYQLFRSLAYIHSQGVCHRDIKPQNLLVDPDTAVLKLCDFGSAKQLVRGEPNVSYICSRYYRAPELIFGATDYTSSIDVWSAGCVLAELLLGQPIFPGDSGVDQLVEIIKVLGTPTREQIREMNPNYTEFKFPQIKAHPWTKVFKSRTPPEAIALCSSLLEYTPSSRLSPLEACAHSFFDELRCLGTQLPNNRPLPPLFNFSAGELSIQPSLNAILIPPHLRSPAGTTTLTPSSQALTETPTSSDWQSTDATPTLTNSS
HSP90 refold inh: inhibitors of HSP90 luciferase refolding in rabbit reticulocyte lysate; luciferase refolding luminescence, 3 h; inhibition, % at 5.6 µM; hit rate 0.91% among 290,000; AID 1789;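 active = inhibition above the screen-wide mean plus 3 SD, computed separately per campaign, cut at about 16% in these data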;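 note: 0% = DMSO wells and 100% = 60 µM geldanamycin wells; inhibitors lower the luminescence because luciferase stays unfolded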
IEC-6 tox: counter-screen for KLF5 inhibitors: cytotoxicity in IEC-6 cells; IEC-6 cytotoxicity, luminescence viability; inhibition, % at 5 µM; hit rate 0.78% among 290,000; in the data active = inhibition above about 22%;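 note: 0% = plate median of test compound wells and 100% = cytotoxic reference compound wells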
Dyrk1A ADPGlo: inhibitors of rat Dyrk1A kinase; inhibition, % at 12.5 µM; ADP-Glo luminescence, NFATc1 peptide; Q63470; AID 504441; hit rate 0.43% among 310,000; in the data active = inhibition above about 50%;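 note: plate controls were vehicle with enzyme for no effect and no enzyme for full effect; many of its hits are not listed in these tables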
HSF1 inhib: HSF1 inhibition; NIH3T3-HGL HSE-luciferase, MG132-induced, luminescence 8 h; hits give low values; activity change, negative = inhibition, % at 7.5 µM (by protocol); hit rate 0.77% among 300,000;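 active = more than half of replicate wells show activity change below -50%, luminescence cut by over half; inconclusive = some wells, but at most half, below -50%; inactive = no replicate well below -50%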;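 note: luciferase reports HSF-1 transcriptional activity via heat shock element; 0% = median of DMSO wells and -100% = zero luminescence signal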
GSK3B inh: inhibitors of human GSK3beta kinase. P49841. GST-GSK3beta kinase, ADP-Glo luminescence, 60 min; hits give low values. activity score (negative = inhibition), % at 10 µM. hit rate 0.038% among 300,000;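 active = more than half of replicate wells score below -50%, meaning over 50% inhibition versus plate controls; inconclusive = some replicates but at most half score below -50%; inactive = no replicate scores below -50%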;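 note: 0% = median DMSO wells and -100% = median GW8510 positive control wells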
Target sequence (P49841 whole entry, looked up): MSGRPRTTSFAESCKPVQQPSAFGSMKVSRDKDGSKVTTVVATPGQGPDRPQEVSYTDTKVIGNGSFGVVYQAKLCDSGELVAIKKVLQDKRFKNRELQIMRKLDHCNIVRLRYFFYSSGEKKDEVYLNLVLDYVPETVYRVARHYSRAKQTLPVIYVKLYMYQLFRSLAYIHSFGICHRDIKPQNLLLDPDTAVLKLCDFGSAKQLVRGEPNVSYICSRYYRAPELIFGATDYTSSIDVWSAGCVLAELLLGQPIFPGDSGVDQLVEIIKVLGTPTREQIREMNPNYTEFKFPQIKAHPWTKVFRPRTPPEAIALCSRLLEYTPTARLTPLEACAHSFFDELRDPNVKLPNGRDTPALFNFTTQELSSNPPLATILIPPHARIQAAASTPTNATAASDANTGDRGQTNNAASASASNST
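Test system – GST-tagged human GSK3beta kinase, cell-free · Incubation – 60 min enzyme reaction, room temperature · Signal – ADP-Glo luminescence · Also added – peptide substrate and ATP at 25 µM · Controls – DMSO neutral wells and GW8510 at 20 µM as positive · Buffer or medium – Tris/MgCl2 kinase buffer · Measure – Luminescence-derived activity versus plate DMSO and GW8510 wells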
KLF5 inh: inhibitors of KLF5 expression. DLD-1 KLF5 promoter-luciferase reporter, luminescence. inhibition, % at 5 µM. hit rate 0.23% among 290,000. AID 1700;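 active = inhibition above a per-plate limit of that plate's mean compound inhibition plus 3 SD, cut at about 60% in these data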;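 note: 0% = DMSO wells and 100% = LY294002 at 200 µM; higher means less KLF5 promoter-driven luciferase light; inactives centre near -14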
An asterisk follows results filed as active; ? = inconclusive; / = not tested or not shown. These rows are one share of the data (hit frequency here may not be typical).

SMILES	Platelet DG rel	aSyn UTR inh	HSF-1 act	GSK3 alpha inh	HSP90 refold inh	IEC-6 tox	Dyrk1A ADPGlo	HSF1 inhib	GSK3B inh	KLF5 inh
COc1ccc2nc(Nc3ccccc3)sc2c1	14.8	-119.2	67.6*	-1.5	3.1	8.9	20.9	11.5	-2.1	-162.5
CCN(CC)C(=O)c1cn(CC)c(=O)c2cc(OC)c(OC)cc12	1.1	27.1	-12.6	0.1	-1.2	-4.2	-0.5	-6.5	-2.1	-11.6
CCOc1ccc(OCC)c(NC(=O)C2CCCN(S(=O)(=O)c3cnc[nH]3)C2)c1 (stereo unspecified)	-0.7	19.1	1.0	-0.4	1.3	0.2	3.0	-5.1	2.0	-22.5
COc1nc(SCC(=O)Nc2ccccc2Cl)nc(N(C)C)n1	-13.4	-8.0	1.1	0.0	2.6	3.6	3.5	2.6	0.2	-7.8
CN(C)c1cc(Nc2ccc(O)cc2)c([N+](=O)[O-])c2nonc12	-2.8	6.5	-40.8	-1.9	-4.7	3.2	0.3	-24.5	-0.9	-3.7
C[n+]1ccc(CC2C(=[N+]([O-])[O-])C=Nc3ncnn32)cc1 (stereo unspecified)	/	/	/	/	-5.9	-1.3	-0.6	/	/	-46.0
N/C(=N\c1nc2ccccc2o1)NC(=O)c1ccccc1NC(=O)c1ccccc1	/	/	/	3.4	0.9	7.7	-1.1	/	/	-37.8
Cc1cn(S(=O)(=O)c2ccc(Br)c3ccccc23)cn1	/	/	/	-4.6	-1.5	2.2	/	/	/	-3.0
O=S(=O)(Nc1cccc(C(F)(F)F)c1)c1cccnc1	0.7	-5.0	-6.0	/	5.5	-3.0	4.6	-2.4	2.3	-39.9
COC(=O)c1[nH]c2ccccc2c1NC(=O)C(C)N1CC(C)OC(C)C1 (stereo unspecified)	2.1	6.1	21.5	0.4	-0.8	-0.9	-3.6	-0.6	-3.8	-21.7
COC(=O)Cn1c(=NC(=O)c2cc(OC)cc(OC)c2)sc2cc(OC)ccc21	18.4	19.6	-11.8	0.0	-1.8	8.3	-1.8	-3.0	-0.2	-12.2
CC(C)(C)NC(=O)NC(=O)CSc1n[nH]c(-c2ccccc2Br)n1	-3.5	1.1	0.0	-1.6	0.9	-0.7	0.2	-8.3	-3.5	20.7
NNC(=O)CNC(c1ccccc1)c1cc(Br)ccc1NC(=O)c1ccc(Br)cc1 (stereo unspecified)	7.0	8.2	29.2	0.4	5.2	-0.3	0.7	5.5	-3.3	-28.7
O=C(Nc1ccc(Br)cc1)c1cccc(-n2cnnn2)c1	-1.6	-18.1	25.5	-1.8	5.2	-1.3	-1.6	5.2	-2.3	-28.1
O=C(CCN1CCN(CCO)CC1)Nc1ccccc1	-1.6	0.4	-22.6	-0.7	-2.4	-1.3	2.2	-4.3	-2.2	-4.9
Cc1nc2ccccc2n1CC(O)COc1ccccc1Cl (stereo unspecified)	-4.1	-7.9	-8.8	-0.6	-2.2	-5.6	3.4	4.0	0.2	-18.3
O=C(c1ccco1)N1CCN(C2=NS(=O)(=O)c3ccccc32)CC1	-0.7	-17.1	-3.2	0.5	-3.3	-4.6	6.1	-6.6	2.0	-16.3
CCCCC(NC(=O)c1ccccc1)C(=O)OCC(=O)N1c2ccccc2Sc2ccccc21 (stereo unspecified)	8.4	6.0	4.8	-0.9	6.0	2.7	4.9	8.0	1.6	-23.0
COc1ccc(OC)c(C(=O)Cn2nnc(-c3ccc(N4CCOCC4)cc3)n2)c1	5.5	-135.0	-15.1	1.2	1.5	-0.6	-7.0	3.1	2.1	-26.1
CN1CCN(c2nc(-c3ccccc3)ncc2S(=O)(=O)c2ccccc2)CC1	-6.0	-3.2	-14.7	0.0	3.0	-1.8	4.7	-4.6	-0.2	-7.0
COC(CSc1nc(N)c2c3c(sc2n1)CN(C)CC3)OC	2.2	-61.3	17.1	11.9	-1.5	-1.5	28.5	1.8	-15.1	-39.0
CCCNC(=O)c1cnc(-c2ccccc2)nc1-c1ccccc1	-7.7	-0.2	23.9	0.7	4.3	-3.6	-2.3	1.1	-1.5	-32.7
O=C(Nc1ccccc1)Nc1ccc2snnc2c1	6.9	-147.4	34.3	3.2	-3.5	-2.0	3.9	22.1	0.9	-87.5
CCOC(=O)c1sc(=NC(=O)c2ccc(C)cc2)n(C)c1C	2.3	-195.9	-18.1	0.1	-0.8	-11.6	/	-5.0	2.3	-12.4
CCOC(=O)C1CCCN(Cc2ccccc2Cl)C1 (stereo unspecified)	0.2	-11.2	20.3	-1.0	-3.3	-2.7	2.0	-1.2	-1.6	-8.7
Cc1nn(-c2ccc(F)cc2)c(C)c1CN1CCN(Cc2ccccc2)C(CCO)C1 (stereo unspecified)	9.9	-2.5	10.0	-3.0	-1.5	6.1	-0.6	3.1	0.3	12.7
CCOP(=O)(OCC)c1nc(/C=C/c2ccccc2)oc1NCc1ccc(OC)cc1	-0.2	39.7	23.1	5.2	3.1	6.0	-16.9	12.3	2.1	-16.9
CN(Cc1ccccc1)Cc1c(F)cccc1F	2.8	6.0	-8.0	-0.4	1.2	3.3	-6.4	-11.5	-5.4	-4.7
Cc1ccc(S(=O)(=O)NNC(=S)NCC2CCCO2)cc1 (stereo unspecified)	-1.1	13.6	-23.7	-0.2	-1.1	4.9	1.0	-0.3	-0.9	-0.3
COc1ccc2[nH]c(=O)c(C(c3nnnn3C3CCCC3)N(C)C3CCCCC3)cc2c1 (stereo unspecified)	-3.2	8.1	7.1	-1.4	-2.6	-4.2	2.4	1.9	11.8	-4.3
COC(=O)c1ccc(NC(=O)CNC(=O)C2CCCCC2)cc1	-5.5	-3.2	-43.6	0.2	1.0	0.7	/	-39.1	1.6	10.0
CCOc1ccccc1NC(=O)c1cccc2c1C(=O)N(CCOC)C2	21.0	-1.3	39.0	-0.1	0.0	-2.4	4.5	8.1	0.3	-21.6
COc1ccccc1OCC(=O)NN1Cc2ccccc2C1=N	-3.0	-9.7	-0.6	-0.6	-1.9	-2.8	-5.7	-8.3	0.8	-79.8
COc1cccc(NC(=O)CN2CCN(c3ccccc3F)CC2)c1	2.1	3.7	-4.8	-3.2	0.0	1.2	1.5	-1.1	-0.1	9.5
CCCC12CN3CC(C)(CN(C1)C3c1ccc(OC)cc1)C2=O (stereo unspecified)	-2.2	-17.4	-5.6	-2.0	0.5	-2.9	-3.2	-11.4	0.5	-3.7
CCc1ccc(N2C(=O)Nc3ccccc3C2(O)C(=O)N2CCN(c3ccccn3)CC2)cc1 (stereo unspecified)	3.0	-9.1	2.9	-0.6	2.1	-6.1	-3.0	-1.5	0.6	-16.0
CC(C)(C)c1cc(C(=O)O)nn1-c1ccccc1	-0.1	3.1	-10.0	-1.3	0.5	-3.9	-7.9	-1.6	2.1	-2.1
COc1ccc2c(C(=O)c3ccc(C)cc3)n(CCCC(N)=O)[n+]([O-])c2c1	-3.7	0.3	-4.7	1.1	/	/	7.1	-1.2	-0.3	/
CCCn1c(SCC(=O)NC)nnc1C(C)C	-2.0	4.1	-6.0	0.3	-1.3	-3.3	/	-4.9	-2.3	-2.0
CCc1c(C)nc(SCC(=O)N2CCN(c3ccccc3OC)CC2)[nH]c1=O	-9.5	9.2	4.0	-4.5	-5.9	3.9	-1.1	-6.5	-0.4	-6.7
CCc1ccc(OC(=O)Nc2ccccc2)cc1	0.9	-159.5	25.6	0.8	-2.9	-0.2	-0.7	24.0	2.0	-33.6
COc1ccc(CC(C)NS(=O)(=O)c2ccc3c(c2)CCN3S(C)(=O)=O)cc1OC (stereo unspecified)	9.4	-5.2	27.8	15.6	0.0	4.3	0.4	1.6	-1.8	2.1
Cc1cc(C[n+]2ccsc2N)c2ncccc2c1	2.7	-0.1	-0.8	-2.9	5.4	6.1	-7.7	-5.4	-3.2	-5.5
COc1cccc(NC(=O)NCCc2ccc(Cl)cc2)c1	-0.1	-57.1	37.1	-0.1	2.8	-6.6	0.2	9.1	-2.5	-34.7
CCN(CC)S(=O)(=O)c1ccc(C(=O)N2CCN(C3=NS(=O)(=O)c4ccccc43)CC2)cc1	16.9	26.8	32.2	-0.5	3.4	12.8	-8.9	4.4	-2.2	-27.6
COc1ccc(CC(=O)Nc2cc(C)on2)cc1	5.4	-0.8	-93.1	-3.8	-2.9	-8.4	2.6	-91.2*	-0.2	3.3
CCC(C)c1ccccc1NC(=S)Nc1cccnc1 (stereo unspecified)	-2.3	9.2	-7.0	-0.2	4.6	-4.7	3.5	-12.5	-1.9	3.5
Cc1ccc(N2CC(C(=O)Nc3ccccc3C(=O)NC3CCCCC3)CC2=O)cc1 (stereo unspecified)	1.3	17.4	0.9	2.2	-3.4	-5.6	-0.3	-1.5	-4.5	6.8
O=C(CSc1nc2ccccc2n1CC(=O)N1CCOCC1)N1CCCC1	5.7	-17.9	-4.2	-3.9	2.1	0.6	7.9	-2.9	5.0	-35.9
Cc1cc(=O)oc2c3c(cc(OCC(=O)N[C@H](C(=O)O)c4ccccc4)c12)OC(C)(C)CC3	2.3	9.5	5.1	-0.3	-1.4	0.0	12.0	3.9	3.0	4.4
CCCn1nc(C(=O)N2CCc3ccccc3C2)c2ccccc2c1=O	6.7	7.0	16.3	-1.6	-1.6	3.5	-6.8	-0.5	3.3	-20.4
CC(C)(C)c1[nH]nc2c1C(c1cccnc1)C(C#N)=C(N)O2 (stereo unspecified)	5.4	29.2	-1.5	7.1	1.9	-1.1	2.9	0.4	-0.1	-3.1
COc1ccc(NC(=O)CCCNC(=O)Cn2cnc3sc4c(c3c2=O)CCCC4)c(OC)c1	3.9	24.7	5.3	-1.5	-4.8	-2.3	-7.3	-13.2	0.2	7.1
COc1cc(NC(=O)CN2CCN(c3ccccn3)CC2)cc(OC)c1OC	9.5	11.8	-16.4	-1.2	3.0	2.3	0.1	-6.1	/	-5.2
COc1ccccc1CN1CC(C(=O)N(C)Cc2ccc(C)o2)CCC1=O (stereo unspecified)	-12.3	-3.2	-6.1	1.0	-5.2	-7.9	2.8	-8.9	-1.0	-7.1
CCn1c(=O)cc(OCC(=O)Nc2ccc(OC)c(OC)c2)c2ccccc21	9.5	9.7	?	-8.5	3.6	0.1	-3.5	14.2	5.1	-8.7
Cn1c(=O)c2c(nc(NCc3ccc4c(c3)OCO4)n2Cc2ccc(F)cc2)n(C)c1=O	0.1	10.4	36.1	/	-1.2	-3.4	3.3	-6.4	-0.5	-0.5
O=C(NC1CCCc2ccccc21)C1CCN(S(=O)(=O)c2cccc3nonc23)CC1 (stereo unspecified)	8.2	-33.9	-0.4	0.3	-3.3	-3.2	-3.1	1.1	-0.1	-9.7
S=C(Nc1ccccc1Cl)Nc1ccc(Cl)cc1Cl	-0.8	-0.1	16.1	/	-3.3	0.1	7.5	4.5	3.0	2.1
CC(C)n1c(SCC(=O)NC2CCCCC2)nnc1-c1ccco1	0.3	3.2	67.2*	-1.1	-3.8	-3.1	-3.9	11.1	/	14.2

Source: PubChem BioAssay
